# S3 lipid droplet = qHTS Assay for Lipid Storage Modulators in Drosophila S3 Cells | Drosophila S3 cells, BODIPY lipid droplet fluorescence, 18-24 h; cells fed with added oleic acid | 320,000 tested, 0.64% active | AID 2685 | lipid storage change, negative = inhibition, % at the top dose, mostly 46.1 µM; hits show Potency in µM; active = well fitted inhibition curve with a large enough effect in the signal ratio, with a control signal flat, not every such curve was filed as active; inconclusive = small, poorly fitted or top-dose-only effect, or effect the other way, or a change in a side signal; the % refers to the signal ratio
#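 Drosophila S3 cells loaded with oleic acid (400 uM, as added) and compounds at several concentrations; lipid droplets imaged by 488-nm laser-scanning cytometry, 500–530 nm intensity and object ratio to cell channel. Percent activity normalized to 20 uM Triacsin C.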
# S3 lipid droplet cell count max = also measured in S3 lipid droplet; calls as there; cell number change, %; measured here: cell count max response;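 cells counted by Cell Tracker Red CMTPX staining in the red channel; peak over a dose series mostly up to 46.1 µM; percent activity relative to internal control wells on each plate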
# * hit, by the source's call; i = inactive; ? = inconclusive; · = not tested or not shown; [ ] = remark or other dose. % is scaled to controls: 0 for no effect and ±100 for the full control effect; potency is read from the fitted curve at half-maximal effect. Some of the compounds tested. The share of hits here may be higher or lower than overall.
SMILES,S3 lipid droplet,S3 lipid droplet cell count max
CC1CCCN(CCCNC(=O)c2cc3c(Cl)nc4ccccc4c3s2)C1 (centres undefined),15%,12
COc1ccc(S(=O)(=O)N2CCSC2c2ccc(OC)c(OC)c2)cc1 (centres undefined),4%,11
CCOC(=O)CNC(=O)CSc1cc(C)nc2ccc(OC)cc12,-14%,10
CNC(=O)COc1ccc(Cl)c2cccnc12,?,·
NC(=O)CSc1nnc(-c2ccc3c(c2)OCO3)o1,?,·
N#CCOc1nc(N2CCOCC2)nc(N2CCOCC2)n1,13%,19
O=C(CSc1ccc(-c2ccco2)nn1)Nc1ccccc1,1%,2
CN(C(=O)COC(=O)c1ccc2c(=O)n3c(nc2c1)CCC3)C1CCS(=O)(=O)C1 (centres undefined),?,·
Oc1ccc(-c2[nH]ncc2-c2ccc(Cl)cc2)c(O)c1,9%,-15
Cc1ccc(OCCn2cnc3cc([N+](=O)[O-])ccc3c2=O)cc1,?,·
Cc1ccc(SCc2c(C(=O)N/N=C/c3ccc4c(c3)OCO4)nnn2-c2nonc2N)cc1,?,·
COc1ccc(-c2nsc3c(SCc4ccccc4)ncnc23)cc1,0%,2
O=C(O)CN1CCN(c2ncc(C(F)(F)F)cc2Cl)CC1,-10%,0
COc1ccc(NS(=O)(=O)CC(C)C)c(OC)c1,15%,12
Cc1cc(Cl)ccc1NC(=S)N1CCN(Cc2ccccc2)CC1,-1%,0
CC1(C)CC(=O)C2=C(C1)N(c1ccccc1C#N)C(N)=C(C#N)C2c1cccs1 (centres undefined),?,·
CCOC(=O)N1CCC(N2CCN(c3cc(C)ccc3C)CC2)CC1,?,·
Cn1c(=O)c2cc(S(=O)(=O)N3CCOCC3)ccc2n(C)c1=O,i,-10
CC(=O)N/N=C/c1cc([N+](=O)[O-])ccc1OCCOc1ccccc1,8%,-8
Cc1cccc(C)c1OCC(=O)NNC(=S)NC(=O)C1CC1,-16%,·
O=C1N/C(=N\N=C\c2cccnc2)SC1Cc1ccc(SC(F)F)cc1 (centres undefined),?,·
Cc1cc(NC(=O)c2ccc3[nH]c(C)c(C)c3c2)ccn1,i,·
CCOC(=O)CNC(=O)CSc1nnc(NC(=O)c2ccc3c(c2)OCO3)s1,?,·
N#C/C(=C/c1cn(-c2ccccc2)nc1-c1cccc(S(=O)(=O)N2CCCC2)c1)C(=O)NCc1ccco1,17%,·
Cc1ccccc1OCC(=O)Nc1nc2ccccc2[nH]1,8%,-17
Cn1cc(CN2CCN(c3ccc(Cl)cn3)CC2)c(-c2ccccc2F)n1,10%,-3
COC(=O)c1ccccc1NC(=O)CNC(=O)c1ccc(OC)cc1,?,·
CCOc1ccccc1C1C(C#N)=C(SCC(=O)OC)NC(=O)C1C(=O)OC (centres undefined),7%,17
Cc1cccc(-c2nnn(Cc3nnc(NC(=O)c4ccccc4)s3)n2)c1,-2%,-3
COc1ccc(-c2[nH]ncc2CN(C)C(C)c2ccon2)cc1F (centres undefined),?,·
Brc1ccc2[nH]c3c(NCc4ccccn4)ncnc3c2c1,?,·
COC(=O)NC1CCS(=O)(=O)C1 (centres undefined),7%,-6
Clc1ccc(Nc2ccccc2)nn1,4%,4
CN(C(=O)COC(=O)c1ccc(C(C)(C)C)cc1)C1CCS(=O)(=O)C1 (centres undefined),-4%[0.0737 µM],-14
OC(COc1ccc(F)cc1)CN1CCN(c2ccccc2F)CC1 (centres undefined),10%,9
Cc1cccc(OCCCC(=O)Nc2ccc(S(=O)(=O)N3CCCC3)cc2)c1,?,·
CCOC(=O)C1CN(S(=O)(=O)c2ccccc2)C1,8%,0
FC(F)(F)c1cccc(N2CCN(Cc3cccnc3)CC2)c1,?,·
COc1ccc(C(CC(=O)O)NC(=O)C2CCCCC2)cc1 (centres undefined),?,·
COc1ccccc1CN(C)C(=O)CN1CCN(C(=O)c2cccs2)CC1,?,·
CCOC(=O)c1c(NC(=O)Cn2nc(C(F)(F)F)cc2C)sc(C)c1C,9%,7
O=[N+]([O-])c1ccccc1Oc1cnc2ccccc2n1,?,·
Cc1ccccc1CN1CCC(N2CCC(C(=O)NCC3CCCO3)CC2)CC1 (centres undefined),?,·
CC1(C)CC(=O)c2cnc(N)nc2C1,-12%,·
O=C1CCC([N+](=O)[O-])C(c2ccc(Br)cc2)N1 (centres undefined),?,·
CC1Cc2ccccc2N1C(=O)CSc1ncccn1 (centres undefined),?,·
CC(C)(C)C(=O)Nc1ccc(C(=O)OC2CCCCC2)cc1,?,·
Cc1[nH]c2ccccc2c1C(=O)CN1C(=O)C(=O)N(CCC2=CCCCC2)C1=O,?,·
C/C(=N\NC1=NCCN1)c1ccc(N)c([N+](=O)[O-])c1,?,·
C=CCNC(=O)CSc1cc([N+](=O)[O-])cc(S(=O)(=O)Cc2ccccc2)c1,22%,1
Cc1cc(C)cc(N(CC(=O)NC2CCCC2)C(=O)c2csnn2)c1,i,20
O=C(C(Sc1ccccc1)c1ccccc1)N1CCOCC1 (centres undefined),2%,4
CCOc1cc2c(C#N)c(N3CCNCC3)nc(N)c2c(N)n1,?,·
Cc1c(Cl)cccc1NC(=O)Nc1ccc(C(N)=O)cc1,?,·
Cc1nn(CC(=O)N2CCN(C)CC2)c(=O)c2ccccc12,?,·
Oc1ccc(Br)cc1CNc1nccs1,?,·
CC(=O)Nc1ccccc1NC(=O)C/C(C)=N/NC(=O)C1CCCCC1,i,-3
CN(Cc1ccccc1)C(=O)c1[nH]cnc1C(=O)NCc1ccc(CNC(=O)OC(C)(C)C)cc1,?,·
O=C(Cc1ccc(Br)cc1)N1CCN(c2ccccc2O)CC1,i,·
CC(C)(C)C(=O)Nc1ccnc(-c2cccnc2)n1,17%,·

# Compound profiles, from the list above:
# Listed for `Oc1ccc(-c2[nH]ncc2-c2ccc(Cl)cc2)c(O)c1` → S3 lipid droplet = 9%; S3 lipid droplet cell count max = -15
# Listed for `O=[N+]([O-])c1ccccc1Oc1cnc2ccccc2n1` → S3 lipid droplet = ?; S3 lipid droplet cell count max = ·
# Listed for `Cn1c(=O)c2cc(S(=O)(=O)N3CCOCC3)ccc2n(C)c1=O` → S3 lipid droplet = i; S3 lipid droplet cell count max = -10

# (continued)
SMILES,S3 lipid droplet,S3 lipid droplet cell count max
CC(C)CC(=O)Nc1ccnn1C1CCN(C(=O)c2ccc(Cl)cc2F)CC1,i,·
COc1ccc(S(=O)(=O)N2CC(C)N(C(=O)N3CCOCC3)C2)cc1 (centres undefined),10%,-3
CCOCCN(C(=O)COC)c1cccc(OC)c1,10%,5
OC(CNCc1ccco1)COc1ccccc1 (centres undefined),-18%,-11
COc1cc(C2=NOC(C(=O)NCc3ccccn3)C2)cc(OC)c1OC (centres undefined),?,·
CSc1ccc(/C=C(\NC(=O)c2ccccc2)C(=O)NCCN2CCOCC2)cc1,?,·
Cc1nn(-c2ccccc2)c(N2CCCC2)c1/C=N/NC(=O)c1cc(-c2cccnc2)nc2ccccc12,-18%,-18
COc1ccc(CCCC(=O)NCc2ccccc2)cc1C,-15%,·
COc1ccccc1N1C(=O)C2C(C(=O)c3ccccc3)=NN(c3ccc(C)cc3)C2C1=O (centres undefined),?,·
CCN(C(=O)COC(=O)Cc1c(F)cccc1Cl)c1c(N)n(Cc2ccccc2)c(=O)[nH]c1=O,?,·
C1CSC2(N1)C1CC3CC2CC(C1)C31NCCS1 (centres undefined),?,·
O=C(Cn1nc2n(c1=O)-c1ccccc1SC2)N/N=C/c1cccnc1,12%,5
CN(Cc1ccccc1)C(=O)c1[nH]cnc1C(=O)N[C@@H](Cc1ccccc1)C(=O)OCc1ccccc1,-14%,-6
Cc1cccc(NC(=O)c2ccc(S(=O)(=O)N3CCOCC3)cc2)n1,?,·
CCOc1ccc(CC(=O)NCC(=O)NCc2cc(=O)n(C)c(=O)n2C)cc1,-6%,-2
CCOC(=O)c1cnc(SCCN2CCOCC2)nc1N,6%,-2
CCOc1cc(C(C(=O)NCC2CCCO2)N(C(=O)Cn2nnc3ccccc32)c2cccc(OC)c2)ccc1O (centres undefined),?,·
Cc1nc(-c2cc(-c3nc(-c4ccc(C(F)(F)F)cc4)no3)no2)cs1,4%,3
COc1cccc2cc(C(=O)C3=C(O)C(=O)N(CCCN(C)C)C3c3ccncc3)oc12 (centres undefined),?,·
COC(=O)c1cc2c(ccn2-c2ccc(F)cc2)n1CC(=O)OC(C)C,?,·

# Molecules above that have a COOH group, in the order listed:
SMILES,S3 lipid droplet,S3 lipid droplet cell count max
O=C(O)CN1CCN(c2ncc(C(F)(F)F)cc2Cl)CC1,-10%,0
COc1ccc(C(CC(=O)O)NC(=O)C2CCCCC2)cc1 (centres undefined),?,·

# A draw from above in order of count of non-hydrogen atoms, ascending:
SMILES,S3 lipid droplet,S3 lipid droplet cell count max
C1CSC2(N1)C1CC3CC2CC(C1)C31NCCS1 (centres undefined),?,·
CCOCCN(C(=O)COC)c1cccc(OC)c1,10%,5
COC(=O)c1cc2c(ccn2-c2ccc(F)cc2)n1CC(=O)OC(C)C,?,·
CSc1ccc(/C=C(\NC(=O)c2ccccc2)C(=O)NCCN2CCOCC2)cc1,?,·
COc1cccc2cc(C(=O)C3=C(O)C(=O)N(CCCN(C)C)C3c3ccncc3)oc12 (centres undefined),?,·
COc1ccccc1N1C(=O)C2C(C(=O)c3ccccc3)=NN(c3ccc(C)cc3)C2C1=O (centres undefined),?,·

# Further records:
SMILES,S3 lipid droplet,S3 lipid droplet cell count max
CC1CN=C2C(C(=O)Nc3ccccc3)=C(O)CC(c3ccccc3)N21 (centres undefined),?,·
Fc1ccccc1C(c1nnnn1Cc1ccc2c(c1)OCO2)N1CCN(Cc2ccco2)CC1 (centres undefined),?,·
CCc1ccc(-c2cc(C(=O)Nn3cnnc3)c3ccccc3n2)cc1,?,·
COc1ccc(-c2cc(C)no2)cc1S(=O)(=O)NCc1cccc(C)c1,i,6
COc1ccc(N(CC(=O)N2CCc3ccccc32)S(=O)(=O)c2c(C)n[nH]c2C)cc1,1%,-20
O=C(c1cnsn1)N1CCC(CO)(Cc2cccc(F)c2)CC1,-13%,-3
O=C(Nc1ccc2c(c1)CCC2)c1ccccc1F,-13%,4
CCOc1cc(CNc2ccc(OC)cc2)cc(Br)c1OCC(=O)NC(C)(C)C,?,·
Nc1ccccc1NC(=O)c1ccccc1N,-9%,-2
COc1cccc(CN(CC(=O)NCc2ccco2)C(=O)CNS(=O)(=O)c2ccccc2)c1,?,·
CCOc1ccccc1Nc1ncccc1C(=O)N1CCCC1,i,10
Cc1c(NC(=O)C2(c3ccccc3)CCOCC2)c(=O)n(-c2ccccc2)n1C,-12%,-18
O=C(CSc1nnc(-c2cccc(S(=O)(=O)N3CCCCC3)c2)o1)c1ccc[nH]1,?,·
Cc1ccc(NC2CCCN(C(=O)CCN3CCCCO3)C2)cc1C (centres undefined),i,-21
COc1ccc(/C(C)=N\NC(=O)C(c2ccncc2)N2CCOCC2)cc1 (centres undefined),-4%,26
COCC(=O)N1CCC(Oc2ccc(C(=O)NCc3cc(C)no3)cc2)CC1,i,-12
Oc1c(Br)cc(/C=N/n2c(-c3ccccc3)n[nH]c2=S)c(Br)c1O,i,-19
Cc1ccc(C)c(OCC(=O)Nc2cc(C(=O)O)cc(C(=O)O)c2)c1,?,·
COc1ccc(/C=C2\SC(=O)N(CC(=O)NCCC(C)C)C2=O)cc1OC,?,·
COc1ccc(N(C(=O)CNC(=O)c2ccco2)C(C(=O)NC2CCCC2)c2ccc(C)o2)cc1 (centres undefined),?,·
CSc1cccc(NC(=O)C(C)C)c1,?,·
Cc1ccc(NC(=O)c2cc(C(C)(C)C)nn2Cc2ccccc2)cc1,?,·
CCOC(=O)C1=C(O)C(=O)N(Cc2cccnc2)C1c1ccc(OC)cc1 (centres undefined),?,·
O=C(/C=C/c1ccco1)Nc1scc(-c2ccccc2)c1C(=O)O,7%,0
COc1ccc(Cc2nnc(Nc3ccc(C)cc3C)[nH]c2=O)cc1,?,·
Cc1ccc(S(=O)(=O)N2CCN(C(=O)CSC(=S)N3CCCC3)CC2)c(C)c1,?,·
CC1=CC=CN2C1=NC(=O)CC2(C)C(=O)N(CC(=O)NC1CCCC1)Cc1ccccc1 (centres undefined),?,·
Nc1ncc(Br)cc1S(=O)(=O)NCCC(=O)N1CCN(c2ccccc2)CC1,?,·
CN1CCN(C(=O)c2ccc(CN3CCOCC3)cc2)CC1,2%,7
CC(C)C(=O)NC(NC(=S)Nc1cccc2cccnc12)C(Cl)(Cl)Cl (centres undefined),1%,1
Cn1c(=O)c2c(SCc3cccc(C(F)(F)F)c3)nc(-c3ccco3)nc2n(C)c1=O,?,·
O=C(CCN1CCCCC1=O)NC1CCCc2c1cnn2-c1ccccc1F (centres undefined),?,·
Cc1nn(-c2ncc(C(F)(F)F)cc2Cl)c(=O)n1-c1ccccc1Cl,?,·
O=C(Cn1ncc(Cl)c(Cl)c1=O)Nc1ccc2c(c1)OCO2,-10%,-24
N=c1n(-c2ccccc2)c(O)cc(=O)n1-c1ccccc1,?,·
CC(=O)Nc1ccc(NC(=O)COC(=O)c2ccccn2)cc1,-3%,-4
Nc1ccc2c3c(cccc13)C(=O)N(c1ccccc1)C2=O,?,·
O=C1CC(c2ccccc2)n2nc(NC(=O)c3ccccn3)nc2N1 (centres undefined),10%,-5
OCCN1CNC(=S)NC1,-25%,-7
COc1ccc(NC(=O)Nc2ccc(F)cc2F)cc1,13%,-16
COc1ccccc1Oc1ccc(N/C=C2/CCCC2=O)cc1,?,·
Cc1cc2ccccc2n1CCNC(=O)c1cccs1,?,·
